Source: PubChem BioAssay (National Center for Advancing Translational Sciences (NCATS))
Menin-MLL TR inh = qHTS Assay for Inhibitors Targeting the Menin-MLL Interaction in MLL Related Leukemias: Competition With Texas Red Labeled MLL-derived Mutant Peptide; Menin + Texas Red MLL mutant peptide, fluorescence polarization; AID 1768, 2009; Potency, µM (series often up to 61.6 µM), without a hit: top-dose FP activity change, negative = inhibition, actives largely listed as inhibitors; actives 0.23% (n = 270,000); O00255; active = well fitted inhibition curve with a large enough effect in the polarisation, with a control signal flat, not every such curve was filed as active; inconclusive = small, poorly fitted or top-dose-only effect, or effect the other way, or a change in a side signal; inactive = no such curve, though single readings can be large or run the other way; the % refers to the polarisation; note: potency is the fitted concentration of half-maximal effect; % of control where 0% means no effect; many of its hits are not listed in these tables
BCR signal inh = qHTS Assay to Find Inhibitors of Chronic Active B-Cell Receptor Signaling | ABC-DLBCL IkBa-CBG/CBR reporter, luminescence ratio, 4 h | actives 0.05% (n = 340,000) | Potency, µM (titrated, usually from 46.1 µM), for inactives: top-dose ratio change, negative = lower green/red ratio, most hits filed as inhibitors; active = well fitted inhibition curve with a large enough effect in the signal ratio, with a control signal flat, not every such curve was filed as active; inconclusive = small, poorly fitted or top-dose-only effect, or effect the other way, or a change in a side signal; the % refers to the signal ratio;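 note: potency is the fitted concentration of half-maximal effect; plate controls were basal doxycycline-induced cells for no effect and cells given 10 µM MG132 for full effect; MG132 reads +100%, hits lower the ratio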
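TMD8 ABC-DLBCL cells carrying doxycycline-inducible green luciferase fused to IkappaBalpha plus unfused red luciferase were exposed to compounds (up to 46 uM) for 4 hrs at 37C. Activity came from the overlap-corrected green/red luminescence ratio.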
a7 integrin act = qHTS for Activators of Integrin-Mediated Alleviation for Muscular Dystrophy. Potency, µM (highest dose often 38.3 µM), without a hit: top-dose activation, usual class: activators. alpha7betagal myoblasts, beta-gal FDG fluorescence, 48 h. AID 624291, 2012. actives 0.064% (n = 350,000);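 note: potency is the fitted concentration of half-maximal effect; 100% = response of the positive control SU9516; nearly all actives have a fitted effect of over 60% in size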
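Alpha7betagal+/- myoblasts (passage 13) were plated 16-24 hr, then exposed to compounds (1:260 dilution of DMSO stock) for 48 hours at 37C. After MPER lysis, β-galactosidase reporter activity was read as FDG fluorescence (ex 480/em 540) after 30 minutes.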
Giardia killer = Small Molecules that selectively kill Giardia lamblia: qHTS; AID 540267, 2011; actives 0.15% (n = 340,000); activity change, % at 7.66 µM, hits read low; Giardia lamblia trophozoite viability; in the data active = activity change below about -80%; inconclusive = between about -30% and that limit;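 note: parasites exposed to compound for two days anaerobically before the ATP read; % is set by controls: 0 for no effect and ±100 for the full control effect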
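Viability, read as ATP luminescence: trophozoites at 100 cells/well, compound added, 48 hrs anaerobic at 37 deg C, then 15-30 min room-temperature development before reading.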
TSG101-PTAP inh = qHTS Assay for Iinhibitors of HIV-1 Budding by Blocking the Interaction of PTAP/TSG101. Tumor susceptibility gene 101 protein (Homo sapiens), Q99816. 340,000 tested, under 10 active. Fluorescence polarization, FITC-PTAP peptide / Tsg101 binding. AID 493005, 2010. Potency, µM (top dose mostly 115 µM), inactives show at the top dose activity change, negative = inhibition, most hits filed as inhibitors; active = well fitted inhibition curve with a large enough effect in the main read-out, with a control signal flat, not every such curve was filed as active; inconclusive = small, poorly fitted or top-dose-only effect, or effect the other way, or a change in a side signal; inactive = no such curve, though single readings can be large or run the other way; note: potency is the fitted concentration of half-maximal effect; % of control where 0% means no effect
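Steps: Tsg101 binding domain dispensed (10 uM final), compounds pinned in DMSO, FITC-labeled PTAP-motif peptide added (50 nM final); after 20 min binding at room temperature, polarization measured.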
B2AR arrestin = qHTS assay of beta-arrestin-biased ligands of beta2-adrenergic receptor | AID 492947, 2010 | beta-arrestin recruitment to beta2AR, cell-based reporter | Beta-2 adrenergic receptor (Homo sapiens), P07550 | Potency, µM (doses to about 46.1 µM), without a hit: at the top dose activation, most hits filed as activators | actives 0.02% (n = 330,000);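 note: potency is the fitted concentration of half-maximal effect; 0% = DMSO controls and full agonism = EC100 isoproterenol or metaproterenol; nearly all actives have a fitted effect of over 65% in size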
Target sequence (P07550 whole entry, looked up): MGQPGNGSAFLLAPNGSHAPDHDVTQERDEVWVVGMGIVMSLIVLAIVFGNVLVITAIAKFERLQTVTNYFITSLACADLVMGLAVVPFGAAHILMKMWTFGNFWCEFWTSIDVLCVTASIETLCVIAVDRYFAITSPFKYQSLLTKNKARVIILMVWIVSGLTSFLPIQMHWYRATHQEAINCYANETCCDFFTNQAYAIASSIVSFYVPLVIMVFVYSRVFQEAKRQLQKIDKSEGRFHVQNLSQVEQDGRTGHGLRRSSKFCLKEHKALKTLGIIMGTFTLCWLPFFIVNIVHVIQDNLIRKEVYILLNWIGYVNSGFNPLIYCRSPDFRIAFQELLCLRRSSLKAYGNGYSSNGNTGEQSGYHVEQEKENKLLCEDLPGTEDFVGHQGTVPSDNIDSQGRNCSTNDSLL
GALK inhibitor = qHTS Assay for Inhibitors of Human Galactokinase (GALK); actives 0.007% (n = 270,000); Potency, µM (series often up to 57.5 µM), inactives show top-dose activity change, negative = inhibition, hits mostly inhibitors; Purified GALK, Kinase-Glo residual ATP luminescence; AID 1868, 2009; P51570; note: potency is the fitted concentration of half-maximal effect; % is set by controls: 0 for no effect and ±100 for the full control effect
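Compounds were pin-transferred into ATP buffer (35 uM final), then GALK plus galactose (5 nM, 100 uM final) was added. After 1 h at room temperature, Kinase-Glo Plus was added and luminescence read after 10 min.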
Tb PFK block = qHTS Assay to Find Inhibitors of T. brucei phosphofructokinase; T. brucei PFK, ADP-Glo luminescence; Potency, µM (top dose mostly 57.5 µM), for the others: at the top dose activity, negative = inhibition, usual class: inhibitors; actives 0.17% (n = 330,000); AID 485367, 2010;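 note: potency is the fitted concentration of half-maximal effect; 0% = uninhibited 1x PFK enzyme wells and -100% = no-enzyme wells; nearly all actives have a fitted effect of over 60% in size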
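In TEA buffer at pH 8.0 with 5 mM MgCl2, enzyme (1.25 nM) converted F6P (0.5 mM) and ATP (0.1 mM) for 45 min at room temperature. ADP product was read by luciferase luminescence.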
PKM2 act = qHTS Assay for Activators of Human Muscle isoform 2 Pyruvate Kinase; Pyruvate kinase PKM (Homo sapiens), P14618; purified PKM2, Kinase-Glo ATP luminescence, activation; response scale: 0% is enzyme alone, no compound; Potency, µM (titrated, usually from 57.5 µM), for inactives: top-dose activation, most hits filed as activators; actives 0.34% (n = 260,000); note: potency is the fitted concentration of half-maximal effect; % is set by controls: 0 for no effect and ±100 for the full control effect; nearly all actives have a fitted effect of over 55% in size
Target sequence (P14618 whole entry, looked up, canonical isoform): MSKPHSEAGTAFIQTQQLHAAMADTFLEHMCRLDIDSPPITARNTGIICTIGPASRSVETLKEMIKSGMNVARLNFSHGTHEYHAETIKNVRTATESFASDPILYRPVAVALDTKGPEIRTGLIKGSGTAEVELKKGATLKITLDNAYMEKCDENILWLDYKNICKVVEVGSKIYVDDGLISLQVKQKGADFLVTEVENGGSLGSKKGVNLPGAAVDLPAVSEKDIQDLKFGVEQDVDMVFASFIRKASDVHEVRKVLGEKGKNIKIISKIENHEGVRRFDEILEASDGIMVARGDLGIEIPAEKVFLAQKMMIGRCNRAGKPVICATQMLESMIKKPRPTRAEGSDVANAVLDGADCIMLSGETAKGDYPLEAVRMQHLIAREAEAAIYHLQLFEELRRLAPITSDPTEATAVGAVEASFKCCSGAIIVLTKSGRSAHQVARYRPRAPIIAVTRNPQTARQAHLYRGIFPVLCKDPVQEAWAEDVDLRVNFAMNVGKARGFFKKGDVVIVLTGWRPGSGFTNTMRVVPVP
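ATP formation by purified human PK-M2, quantified via coupled luciferase luminescence after 1 h at room temperature with 0.1 mM ADP and 0.5 mM PEP final.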
S-ASM inh = Inhibitors of Secretory Acid Sphingomyelinase (S-ASM): qHTS | actives 0.006% (n = 340,000) | Potency, µM (top dose mostly 57.5 µM), inactives show at the highest dose activity change, negative = inhibition, most hits filed as inhibitors | Sphingomyelin phosphodiesterase (Homo sapiens), P17405 | placental ASM, HMU-PC fluorogenic substrate, 60 min | AID 504937, 2011; note: potency is the fitted concentration of half-maximal effect
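Fluorogenic HMU-PC substrate (9 uM final) is turned over by placental ASM in 60 min at 37 C after a 10 min compound preincubation. Reaction ended by alkaline stop (pH 10), with fluorescence read at 386/447 nm.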
Coupling enz = qHTS Assay for Inhibitors of Fructose-1,6-bisphosphate Aldolase from Giardia Lamblia: Coupling assay counterscreen | coupling enzyme system counterscreen, AmpLite Red fluorescence | activity change, negative = inhibition, % at 58.2 µM, hits read low | actives 0.67% (n = 290,000); in the data active = activity change below about -30%; note: % is set by controls: 0 for no effect and ±100 for the full control effect
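Counterscreen of the coupled detection system alone, without aldolase: glyceraldehyde-3-phosphate coupling enzymes plus AmpLite Red readout. Compounds at 57.5 uM final, 10 min RT preincubation, 20 min RT reaction, fluorescence 525/598 nm.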
* marks the source's active call; other numbers are inactive results; ? = inconclusive; . = no result given; [ ] = dose if it differs, or a comment. Unless noted, calls come from the whole dose curve; as a rule, active = well fitted curve in the direction sought with a large enough effect; inconclusive = small, poorly fitted or top-dose-only effect, or another doubt; inactive = no such curve, though single readings can be large; an effect the other way counts as inactive or inconclusive.

cpd	mol	Menin-MLL TR inh	Coupling enz	BCR signal inh	B2AR arrestin	PKM2 act	Giardia killer	S-ASM inh	GALK inhibitor	TSG101-PTAP inh	Tb PFK block	a7 integrin act
1	COc1ccc(C(C)NC(=S)NC2CCCC2)cc1OC (centres undefined)	0%	4	?	0.3%	-4%	-25	1%	0%	-3%	-11%	-32%
2	CCc1cc(=O)n2[nH]c(-c3ccccc3)c(-c3ccccc3)c2n1	-24%	1	-10%	-0.6%	.	-6	2%	2%	0%	1%	-28%
3	CC(=O)N[C@@H]1c2c(ccc3ccccc23)OC[C@@H]1COC(C)=O	-13%	0	-4%	-1.2%	-8%	?	2%	-1%	-1%	?	8%
4	CN(C(=O)CN1C(=O)NC2(CCc3ccccc32)C1=O)C1CCS(=O)(=O)C1 (centres undefined)	.	.	-12%	0.0%	.	7	3%	.	-1%	2%	16%
5	O=C(c1ccc(Br)cc1)c1cc([N+](=O)[O-])ccc1N1CCOCC1	13%	-1	?	-0.2%	-3%	-1	-12%	6%	-4%	3%	-34%
6	CCOC(=O)CCCCC(=O)c1[nH]c(=O)[nH]c1CSc1nnc2c3ccccc3n(C(C)C)c2n1	3%	1	-9%	0.1%	-19%	1	-3%	0%	0%	-2%	-18%
7	CCOC(=O)N1CCC(=NNc2ccc(S(N)(=O)=O)cc2[N+](=O)[O-])CC1	3%	-5	1%	0.0%	18%	-7	-2%	1%	-4%	-2%	-19%
8	CC(=O)C1=C(C)OC(N)=C(C#N)C1c1ccco1 (centres undefined)	10%	-16	-7%	-0.5%	0%	-7	-3%	-3%	-4%	0%	-17%
9	CS(=O)(=O)c1ccc(-c2nnc(NC(=O)c3ccco3)o2)cc1	.	.	-9%	0.3%	.	14	6%	.	-8%	0%	3%
10	S=C(NC1CCCC1)N1CCN(c2ccccn2)CC1	-2%	1	?	-1.7%	-3%	-22	3%	0%	0%	5%	-4%
11	Cc1ccc(COc2ccc3c(c2)OCO3)cc1	9%	0	?	4.9%	-17%	5	-1%	2%	0%	0%	13%
12	CC(C)(C)c1ccc(C(=O)/C=C2\NC(=O)CS2)cc1	10%	-2	?	-0.9%	-1%	?	-11%	2%	-1%	1%	-17%

Taken from above:
Result of CCOC(=O)N1CCC(=NNc2ccc(S(N)(=O)=O)cc2[N+](=O)[O-])CC1 in Coupling enz: -5
Result of CS(=O)(=O)c1ccc(-c2nnc(NC(=O)c3ccco3)o2)cc1 in BCR signal inh: -9%
Result of CCc1cc(=O)n2[nH]c(-c3ccccc3)c(-c3ccccc3)c2n1 in Tb PFK block: 1%
Result of CN(C(=O)CN1C(=O)NC2(CCc3ccccc32)C1=O)C1CCS(=O)(=O)C1 (centres undefined) in a7 integrin act: 16%

Next section
cpd	mol	Menin-MLL TR inh	Coupling enz	BCR signal inh	B2AR arrestin	PKM2 act	Giardia killer	S-ASM inh	GALK inhibitor	TSG101-PTAP inh	Tb PFK block	a7 integrin act
13	Nn1c(SCC(=O)NCCCc2ccccc2)nnc1-c1cccnc1	.	0	5%	-0.6%	-21%	-2	4%	.	-3%	1%	12%
14	COC(=O)c1cc(OC)c(OC)cc1NC(=O)c1cccc(OC)c1OC	-24%	0	-6%	-0.2%	0%	11	-1%	7%	-5%	2%	-15%
15	COc1ccccc1CN1CC(C(=O)N(C)CCCn2nc(C)cc2C)CCC1=O (centres undefined)	.	.	3%	-0.3%	0%	3	4%	-1%	-7%	0%	-15%
16	CC1CCc2c(nc3nc[nH]n3c2=O)C1 (centres undefined)	0%	0	-7%	-0.3%	10%	-6	0%	2%	1%	-5%	-2%
17	CCCC1(C(=O)OCC)NC(c2ccc(O)cc2)C2C(=O)N(c3cccc(C(C)=O)c3)C(=O)C21 (centres undefined)	14%	1	-1%	0.6%	0%	-1	-2%	0%	2%	0%	-11%
18	CCCCCc1nnc(NC(=O)C2=COCCO2)s1	.	.	?	-0.4%	.	-17	4%	.	-7%	5%	31%
19	COc1cccc(NC(=O)Nc2nnc(N3CCCCC3C)s2)c1 (centres undefined)	28%	2	-10%	-0.5%	-2%	0	-11%	.	-3%	1%	?
20	CCCc1cc(=O)[nH]c(SCC(=O)N2CCCc3ccccc32)n1	-5%	3	5%	0.3%	1%	-12	1%	1%	-1%	-2%	-15%
21	N#CC(C#N)=Cc1c(N2CCN(c3ccccc3)CC2)nc2ccccn2c1=O	8%	0	?	0.2%	.	-3	-10%	-2%	-4%	2%	-19%
22	c1ccc2c(c1)nc(N1CCOCC1)c1ccccc12	7%	0	0%	-0.7%	1%	6	0%	1%	-4%	-1%	-13%
23	CCN(C[C@H]1N[C@@](Cc2ccccc2)(C(=O)OC)[C@H]2C(=O)N(Cc3ccccc3)C(=O)[C@@H]12)S(=O)(=O)c1ccc(C(C)(C)C)cc1	.	.	-1%	-0.7%	.	-4	-1%	.	0%	-7%	-12%
24	CN1C(=O)S/C(=C/c2ccc(OCc3cccc(C(=O)O)c3)cc2)C1=O	28%	9	?	1.2%	0%	4	-2%	-3%	-1%	-5%	12%

Retrieved one by one from the list above:
cpd	mol	Menin-MLL TR inh	Coupling enz	BCR signal inh	B2AR arrestin	PKM2 act	Giardia killer	S-ASM inh	GALK inhibitor	TSG101-PTAP inh	Tb PFK block	a7 integrin act
20	CCCc1cc(=O)[nH]c(SCC(=O)N2CCCc3ccccc32)n1	-5%	3	5%	0.3%	1%	-12	1%	1%	-1%	-2%	-15%
24	CN1C(=O)S/C(=C/c2ccc(OCc3cccc(C(=O)O)c3)cc2)C1=O	28%	9	?	1.2%	0%	4	-2%	-3%	-1%	-5%	12%

Following part
cpd	mol	Menin-MLL TR inh	Coupling enz	BCR signal inh	B2AR arrestin	PKM2 act	Giardia killer	S-ASM inh	GALK inhibitor	TSG101-PTAP inh	Tb PFK block	a7 integrin act
25	O=c1c2c(nc3n1CCCCC3)-c1ccccc1CC21CCCC1	?	8	3%	-0.1%	0%	-4	-3%	0%	-6%	0%	-46%[inhibitor]
26	O=C(O)CSc1cc(NS(=O)(=O)c2cccc([N+](=O)[O-])c2)c2ccccc2c1O	.	-40*	?	-0.1%	27%	-81*	?	?	-8%	-7%	-6%
27	CCOc1cc(C(=O)NN=C2CCCC2)cc(OCC)c1OCC	-6%	1	?	2.9%	0%	2	-1%	-2%	0%	1%	0%
28	CC(C)c1ccc(S(=O)(=O)N2CCN(C(C)C(=O)Nc3ccccc3-c3ccccc3)CC2)cc1 (centres undefined)	2%	-1	0%	-0.1%	5%	9	1%	0%	0%	-5%	22%
29	CCn1nc(C)cc1C(=O)N1CCCC(C(=O)c2cccc(OC)c2)C1 (centres undefined)	-22%	2	-10%	-0.9%	5%	-18	3%	6%	-2%	0%	0%
30	COc1cc(C(C(=O)NC2CCCC2)N(C(=O)Cc2cccs2)C2CC2)cc(OC)c1OC (centres undefined)	18%	-2	?	0.0%	-2%	-24	-1%	0%	0%	1%	24%
31	CCCCOc1ncnc2c1[nH]c1ccc(OC)cc12	12%	3	?	0.4%	-5%	-14	27%	-1%	0%	1%	3%[7.66 µM]
32	CS(=O)(=O)N(CC(=O)Nc1ccc2c(c1)OCCO2)c1ccc2c(c1)OCO2	-15%	1	-18%	-0.2%	-4%	4	4%	1%	-3%	-16%	16%
33	NC(=O)c1ccsc1NC(=O)COC(=O)c1ccc(Cl)cc1	.	.	?	0.2%	.	1	0%	.	0%	4%	?
34	C=CCc1c(C)nc(SCc2ccccc2)[nH]c1=O	1%	-4	-1%	-0.1%	12%[11.5 µM]	-2	-2%	7%	-5%	-2%	?

Only part of the results is shown; the hit share may differ from the screen's.
